# Assay outcomes as filed in PubChem.
# Jurkat NFkB inh: lowers PMA/ionomycin-induced NF-kB signal in Jurkat cells | PMA/ionomycin-induced NF-kB luciferase reporter, luminescence | inhibition, % at 4 µM | actives 0.53% (n = 330,000) | AID 435003
# EBI2 block: antagonists of human EBI2 receptor; AID 651636; P32249; inhibition, % at 5 µM; EBI2 beta-arrestin recruitment, luminescence, 7a,25-OHC stimulated; actives 0.81% (n = 360,000); in the data active = inhibition above about 38%;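 note: enzyme fragment complementation signal reports receptor beta-arrestin coupling in cells; 0% = agonist plus DMSO wells and 100% = wells without agonist; some results beyond the cut were filed as inactive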
# Target sequence (P32249 whole entry, looked up, the tested form may be a part): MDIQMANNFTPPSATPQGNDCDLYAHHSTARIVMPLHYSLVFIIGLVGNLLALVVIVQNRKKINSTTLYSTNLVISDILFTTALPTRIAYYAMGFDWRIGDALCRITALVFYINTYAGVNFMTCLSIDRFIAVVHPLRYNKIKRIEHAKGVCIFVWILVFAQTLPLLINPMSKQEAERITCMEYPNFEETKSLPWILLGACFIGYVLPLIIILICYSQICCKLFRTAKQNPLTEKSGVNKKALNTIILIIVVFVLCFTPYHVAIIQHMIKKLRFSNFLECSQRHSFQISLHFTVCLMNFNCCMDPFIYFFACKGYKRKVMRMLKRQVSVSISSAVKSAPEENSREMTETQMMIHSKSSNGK
# SENP8 block: blocks the human protease SENP8 | inhibition, % at 10 µM | purified SENP8, Z-RLRGG-aminoluciferin cleavage, luminescence | Q96LD8 | AID 2540 | actives 1.2% (n = 330,000)
# Target sequence (Q96LD8 whole entry, looked up): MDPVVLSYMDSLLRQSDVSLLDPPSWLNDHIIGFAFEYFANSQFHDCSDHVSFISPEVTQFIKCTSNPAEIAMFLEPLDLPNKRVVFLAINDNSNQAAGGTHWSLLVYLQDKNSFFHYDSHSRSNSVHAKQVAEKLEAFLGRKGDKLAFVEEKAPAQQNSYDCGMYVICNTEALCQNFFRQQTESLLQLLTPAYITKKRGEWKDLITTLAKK
# 697 NFkB inh: inhibitors of the PMA/ionomycin-induced NF-kB reporter in 697 B cells. inhibition, % at 4 µM. AID 435022. actives 0.33% (n = 330,000). 697 B-cell NF-kB luciferase reporter, 16 h; in the data active = inhibition above about 35%
# UBC13 inh: human UBC13 polyubiquitination inhibition; actives 0.47% (n = 330,000); AID 485273; UBC13 polyubiquitin chain formation, TR-FRET; inhibition, % at 20 µM; P61088; in the data active = inhibition above about 45%, passing the limit was not always enough
# CCR6 antagonist: antagonists of human CCR6 receptor. P51684. CHO-K1 CCR6 PathHunter beta-arrestin, luminescence, CCL20-stimulated. inhibition, % at 20 µM. actives 0.49% (n = 340,000). AID 493098;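 active = compounds whose inhibition of the agonist-driven luminescence signal at 20 µM reaches about 50%, limit read from the data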;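 note: cells stimulated with CCL20 at 14 nM final; plate controls were DMSO with CCL20 for no effect and DMSO without agonist for full effect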
# Target sequence (P51684 whole entry, looked up): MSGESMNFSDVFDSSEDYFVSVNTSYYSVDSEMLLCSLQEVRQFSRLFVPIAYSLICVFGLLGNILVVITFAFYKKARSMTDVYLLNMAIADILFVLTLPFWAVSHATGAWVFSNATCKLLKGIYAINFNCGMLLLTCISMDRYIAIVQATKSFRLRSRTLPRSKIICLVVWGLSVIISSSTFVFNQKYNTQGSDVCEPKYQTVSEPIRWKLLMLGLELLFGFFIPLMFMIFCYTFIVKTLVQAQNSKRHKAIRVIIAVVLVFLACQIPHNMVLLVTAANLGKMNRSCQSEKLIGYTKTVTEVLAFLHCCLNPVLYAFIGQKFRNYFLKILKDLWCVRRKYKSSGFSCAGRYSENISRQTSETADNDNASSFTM
# Apaf-1 inh: inhibitors of human Apaf-1 apoptosome; reconstituted apoptosome caspase-3 activity, DEVD-Rh110 fluorescence; inhibition, % at 20 µM; actives 0.71% (n = 330,000); AID 489030; active = inhibition of at least 40% at 20 µM;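 note: plate controls were DMSO wells for no effect and DEVD-CHO caspase inhibitor wells for full effect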
#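 System – cell-free apoptosome with Apaf-1, procaspase-3 and caspase-9 · Buffer or medium – pH 7.5 Hepes buffer with CHAPS, BSA, DTT · Also added – cytochrome c with DEVD-Rh110 · Times – 30 min compound preincubation, 50 min activation, room temperature · Technique – Rh110 fluorescence intensity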
# Gli-Sufu antag: Gli-Sufu pathway antagonism; Sufu-KO-LIGHT fibroblasts, Gli luciferase reporter luminescence; inhibition, % at 5 µM; actives 0.74% (n = 340,000); AID 588413;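 active = inhibition above about 55%, limit read from the data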;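 note: 0% = DMSO-treated cells and 100% = wells with medium but no cells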
# * marks the source's active call; other numbers are inactive results; / = not tested or not shown. Cut-off read from the data, not from the text of the source, unless noted: active = inhibition above about 50%; inactive = the rest. Only part of the results is shown (hit frequency here may not be typical).
SMILES,Jurkat NFkB inh,EBI2 block,SENP8 block,697 NFkB inh,UBC13 inh,CCR6 antagonist,Apaf-1 inh,Gli-Sufu antag
CCC(Sc1nc2ccccc2c(=O)[nH]1)C(=O)O (centres undefined),2,2,2,17,11,1,4,0
CS(=O)(=O)N(CCc1ccccc1)CC(=O)Nc1ccc(Br)cc1F,-7,2,-11,-16,0,10,-6,-3
CCOC(=O)C1=C(COc2ccccc2)NC(=O)NC1c1ccc(Cl)cc1 (centres undefined),2,20,2,-7,15,17,9,21
Cc1ccc(S(=O)(=O)NCCC(=O)Nc2ncccc2O)cc1C,12,-1,-8,5,0,7,3,-6
CCOc1ccc(S(=O)(=O)NCCC(=O)OCC(=O)c2ccc(NC(C)=O)cc2)cc1,19,-2,-6,3,-4,-8,-7,2
COC(=O)C1=C(C)NC(=O)NC1c1ccc(-c2ccc(F)cc2)o1 (centres undefined),-2,-8,1,8,-8,0,-2,7
O=C(O)c1ccc(CNC(=O)c2ccc3c(c2)OCCO3)cc1,4,-6,4,15,3,12,0,7
CCOc1cc(NC(=O)C2CCCO2)c(OCC)cc1NC(=O)C1CC1 (centres undefined),-2,-4,-2,32,4,-1,-4,-10
COc1ccc(C2/C(=C(/O)c3ccc4c(c3)CC(C)O4)C(=O)C(=O)N2Cc2cccnc2)cc1 (centres undefined),-7,0,1,-5,-15,8,10,1
COC(=O)CSc1ccccc1C(=O)OC,-3,1,-2,-8,6,-12,-9,20
COCCCn1c(SCC(=O)Nc2ccc(NC(=O)c3ccco3)c(OC)c2)nc2ccccc2c1=O,16,-2,3,5,14,2,7,2
COC1(C)CC2C(CC1OC(=O)c1cc([N+](=O)[O-])cc([N+](=O)[O-])c1)C2(C)C (centres undefined),-4,5,8,-4,7,-61,14,-4
COc1ccc(NC(=O)CN(C)S(=O)(=O)c2ccc3c(c2)CC(C)N3C(C)=O)c(OC)c1 (centres undefined),-3,-4,-4,0,-2,5,-6,-7
CCOc1ccccc1N(CC(=O)Nc1cccc(OC)c1)S(=O)(=O)c1ccccc1,-4,-3,-7,-20,-1,14,9,6
COc1ccc(S(=O)(=O)NC2CC3CCC2C3)cc1 (centres undefined),-2,-1,7,-6,0,-9,1,-3
CCN(c1ccccc1)S(=O)(=O)c1cccc(C(=O)NCc2ccccc2CN2CCOCC2)c1,-21,11,-12,-8,-4,23,16,9
O=C(NCc1ccccc1)c1sc(=S)n2c1[nH]c(=O)c1ccccc12,-12,-16,-5,10,-12,12,2,4
COc1ccc(-n2c(C)nc(N)c2C(=O)c2ccccc2)cc1,2,-2,-6,18,-1,5,0,-7
O=C(c1ccco1)N1CCN(Cc2nnnn2CCc2ccccc2)CC1,5,-5,6,11,4,2,-10,-8
O=C(OCc1ccco1)c1cccnc1,1,-5,-1,-2,7,-7,-17,1
Cc1cc(C)cc(NC(=O)C2CCCN(c3nccc(C)n3)C2)c1 (centres undefined),-5,9,-4,-3,-4,5,6,4
CC(=O)NN1C(=O)c2ccccc2NC1c1cccc([N+](=O)[O-])c1 (centres undefined),0,4,-6,7,4,3,7,8
COC(=O)[C@]1(C)N[C@H](CN(C)S(=O)(=O)c2ccc(C)cc2)[C@@H]2C(=O)N(Cc3ccccc3)C(=O)[C@@H]21,-4,3,4,0,4,7,0,-7
COCCN1C(=O)C(=O)/C(=C(/O)c2cccc(OC)c2)C1c1ccc(C)o1 (centres undefined),-13,0,-10,18,-19,-4,20,-11
Cc1cc(C)nc(SCCS(=O)(=O)Cc2ccc(Cl)cc2)n1,0,0,4,11,6,-3,-29,17

# 10 compounds from above, ordered by number of heavy atoms, lowest first:
SMILES,Jurkat NFkB inh,EBI2 block,SENP8 block,697 NFkB inh,UBC13 inh,CCR6 antagonist,Apaf-1 inh,Gli-Sufu antag
COC(=O)CSc1ccccc1C(=O)OC,-3,1,-2,-8,6,-12,-9,20
CCC(Sc1nc2ccccc2c(=O)[nH]1)C(=O)O (centres undefined),2,2,2,17,11,1,4,0
COc1ccc(S(=O)(=O)NC2CC3CCC2C3)cc1 (centres undefined),-2,-1,7,-6,0,-9,1,-3
O=C(O)c1ccc(CNC(=O)c2ccc3c(c2)OCCO3)cc1,4,-6,4,15,3,12,0,7
Cc1ccc(S(=O)(=O)NCCC(=O)Nc2ncccc2O)cc1C,12,-1,-8,5,0,7,3,-6
O=C(c1ccco1)N1CCN(Cc2nnnn2CCc2ccccc2)CC1,5,-5,6,11,4,2,-10,-8
CCOc1ccc(S(=O)(=O)NCCC(=O)OCC(=O)c2ccc(NC(C)=O)cc2)cc1,19,-2,-6,3,-4,-8,-7,2
COc1ccc(C2/C(=C(/O)c3ccc4c(c3)CC(C)O4)C(=O)C(=O)N2Cc2cccnc2)cc1 (centres undefined),-7,0,1,-5,-15,8,10,1
CCN(c1ccccc1)S(=O)(=O)c1cccc(C(=O)NCc2ccccc2CN2CCOCC2)c1,-21,11,-12,-8,-4,23,16,9
COCCCn1c(SCC(=O)Nc2ccc(NC(=O)c3ccco3)c(OC)c2)nc2ccccc2c1=O,16,-2,3,5,14,2,7,2

# More entries follow:
SMILES,Jurkat NFkB inh,EBI2 block,SENP8 block,697 NFkB inh,UBC13 inh,CCR6 antagonist,Apaf-1 inh,Gli-Sufu antag
Cc1ccc(C)c(C2C(=O)c3ccccc3C2=O)c1,-9,-3,-12,2,-13,16,-1,-4
CCN(CC)C(=O)Nc1ccc(C(=O)OC)cc1,-3,-4,-10,-19,-7,-6,8,-16
CC(=O)Nc1cccc(NC(=O)c2cc([N+](=O)[O-])ccc2N2CCCCC2)c1,6,15,-5,1,5,24,6,-2
COC(=O)c1ccccc1NC(=O)CCCn1nc([N+](=O)[O-])cc1C,13,-6,2,7,6,-3,-18,3
CCC(C)(C)C1CCC2(CC1)NC(=O)N(CC(=O)NCCc1c[nH]c3ccccc13)C2=O (centres undefined),3,8,-9,-10,18,6,13,-2
CS(=O)(=O)NCCCNc1c(Cl)cccc1[N+](=O)[O-],3,2,2,14,-11,15,-2,10
COc1ccc(NS(=O)(=O)c2nnc(NC(=O)c3ccccc3F)s2)cc1,2,-1,-11,-7,-19,1,9,-7
Cc1ccc(C(=O)NC(=S)NCc2cccnc2)cc1C,13,4,-4,-4,3,8,-13,-7
CCOc1ccc(/C=N/OCC(=O)NCc2cccs2)cc1,1,17,-10,8,17,9,5,-11
O=C(Nc1ccc(Cl)cc1)NC1CCS(=O)(=O)C1 (centres undefined),6,-13,4,11,8,5,-9,-14
Cc1nonc1CC(=O)NC1CC(C)(C)Cc2c1cnn2-c1ccc(F)cc1 (centres undefined),-9,3,7,-5,7,9,8,6
Cc1ccc(NC(=O)CN2C(=O)NC(C)(c3ccc(Cl)cc3)C2=O)cc1 (centres undefined),21,-3,5,15,-2,9,9,-28
CC1Cc2ccccc2N1C(=O)COc1ccc2c(c1)OCO2 (centres undefined),-49,-8,-15,-105,-13,16,26,-35
COC(=O)[C@H]1[C@H](c2ccccc2)[C@H](C(=O)OC)O[C@H]1c1ccccc1,-6,5,6,1,-1,4,4,1
Cc1ccc(Oc2nc3c(c(=O)n(Cc4ccccc4F)c(=O)n3C)n2C)cc1,4,17,2,26,8,22,6,12
CCOC(=O)c1c(C)[nH]c(C(=O)OCc2ccccc2)c1C,-134,8,-9,-182,-1,-11,29,-90
COc1ccc(NC(=O)CC(C)(C)C)c([N+](=O)[O-])c1,-7,7,-8,4,-10,6,-5,-11
O=C1CN(C(=O)NCC(=O)N2CCCC2)c2ccccc2N1,-11,-11,-9,-7,-2,-7,4,-5
COc1cccc(OCC(=O)NC2CCCCCC2)c1,-11,7,-6,11,0,14,1,-8
COc1ccc(CNC(=O)c2ccc(S(=O)(=O)N3CCCC3)cc2)cc1OC,4,-5,-11,-2,2,-13,5,-8
CC(=O)Nc1nnc(SCC(=O)N2CCCc3ccccc32)s1,-1,5,6,-10,1,-1,-5,7
NC(=O)CSc1nc(N)c2c3c(sc2n1)CCCCC3,-10,-14,0,-6,1,2,12,-22
O=C(CN1CCN(Cc2ccc(Cl)cc2)C1=O)NCCCN1CCOCC1,-5,0,-8,0,-7,-3,9,8
O=C(CCCCCN1C(=O)c2ccccc2C1=O)Nc1ccc(S(=O)(=O)N2CCCCC2)cc1,16,14,-3,-24,100*,14,-32,4
O=C(CCNC(=O)C1CCN(S(=O)(=O)c2ccc(F)cc2)CC1)NCc1cccnc1,8,-3,-5,10,8,-9,-2,-2
# Going on with the list:
SMILES,Jurkat NFkB inh,EBI2 block,SENP8 block,697 NFkB inh,UBC13 inh,CCR6 antagonist,Apaf-1 inh,Gli-Sufu antag
COCCNC(=S)N1CCC(C(=O)c2ccc(C)cc2)CC1,-14,-3,2,-3,-5,3,8,-10
CN(C)Cc1cc(C(C)(C)c2cc(CN(C)C)c(O)c(CN(C)C)c2)cc(CN(C)C)c1O,-9,5,-15,5,44,-19,20,5
NC(=O)c1ccc(-n2nnnc2SCc2ccc(F)cc2)cc1,13,-2,3,26,11,-1,0,-2
CCCn1c(Sc2nnnn2-c2ccccc2)n[nH]c1=O,-21,1,-1,-23,1,4,-1,14
NC(=O)CN1C(=O)C2CCCCN2C(=O)c2ccccc21 (centres undefined),-7,-8,-3,-6,-12,1,10,-26
O=C(O)CC1Sc2nc3ccccc3n2C1=O (centres undefined),-6,0,-1,9,-2,-16,-3,8
CCOC(=O)CN(C(=O)CNC(=O)c1cccs1)C(C(=O)NC1CCCCC1)c1cccnc1 (centres undefined),-10,-10,-10,-11,-22,0,7,-4
O=C1CSCC(=O)N1Cc1ccc(Cl)cc1Cl,10,-4,7,0,5,9,5,1
Cc1ccc(C)c(NC(=O)CCN2CC(C)CC(C)C2)c1 (centres undefined),8,-14,2,5,0,10,-12,6
Cc1ccc(Cn2c(CN(C)Cc3ccccc3)nc3c2c(=O)n(C)c(=O)n3C)cc1,-8,0,7,-24,-2,0,27,/
COc1ccc(OC)c(CCNC(=O)CN2C(=O)COc3ccc(S(=O)(=O)N4CCOCC4)cc32)c1,8,0,-8,-15,-4,9,9,9
Cn1c(SCC(=O)NCC2CCCO2)nc2c([nH]c3ccccc32)c1=O (centres undefined),1,-3,9,27,-13,-7,-16,6
Cc1nc2scc(-c3ccco3)c2c(=O)n1/N=C/N(C)C,10,-1,0,7,-20,10,4,2
Cc1n[nH]c(C)c1S(=O)(=O)N1CCN(C2CCCCC2)CC1,9,-4,-2,20,-1,7,-4,-10
CCOC(=O)c1ccc(NC(=O)CC2S/C(=N/N=C/c3c[nH]c4ccccc34)NC2=O)cc1 (centres undefined),-1,-5,-16,1,3,3,12,-1
CCOc1cc(-c2noc(N)c2C#N)cc(OCC)c1OCC,-5,7,4,-22,8,1,13,22
CCC(Sc1ccc2nnc(CCNS(=O)(=O)c3ccc(OC)cc3)n2n1)C(=O)OC (centres undefined),2,3,2,3,3,1,-10,-5
COc1ccc(C2C=C(c3ccccc3)Nc3nc(NC(C)=O)nn32)cc1 (centres undefined),0,/,2,3,13,/,13,/
COc1ccccc1N1CCN(c2cc(=O)n(-c3ccc(Cl)cc3)c(=O)[nH]2)CC1,-8,7,-11,-8,-11,-9,12,1
O=C(NCCCN1CCOCC1)/C(=C/c1ccco1)NC(=O)c1ccccc1,-2,8,0,0,-5,14,-5,3
O=C(COC(=O)CCOc1ccccc1)NCCC1=CCCCC1,-3,-2,0,20,-6,5,17,4
CN(c1ccc(C(=O)N2CCOCC2)cc1)S(=O)(=O)c1cccs1,-2,3,-13,8,2,14,1,6
O=C(CSc1nc2ccccc2n1S(=O)(=O)c1cccc([N+](=O)[O-])c1)NCCc1ccccc1,-4,4,-8,-2,-10,17,1,28
Cc1sc2ncnc(SCC(=O)N3CCC(c4noc5ccc(F)cc45)CC3)c2c1C,8,-4,-15,-12,2,5,6,-16
Cc1c(CC(=O)N2C[C@H]3C[C@@H](C2)c2cccc(=O)n2C3)c(=O)oc2cc3occ(C(C)(C)C)c3cc12,3,2,-15,-5,5,7,16,7
Nc1c(-c2nn[nH]n2)cnn1-c1cc(Cl)cc(Cl)c1,0,4,-10,-8,-4,-2,-1,5
COc1ccc(Cl)cc1NC(=O)CN1C(=O)NC2(CCCC2)C1=O,9,1,4,-9,4,8,7,/
